# Source: PubChem
# MsrA inh = bovine MsrA enzyme inhibitors, primary screen, biochemical, absorbance, HTS; purified bovine MsrA, absorbance read-out; inhibition, % at 15.5 µM; 360,000 compounds, 0.75% hits; AID 651718, 2012; in the data active = inhibition above about 4.5%;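 note: 0% = vehicle wells with enzyme and 100% = reference inhibitor wells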
# DNMT1 inh = human DNMT1 methyltransferase inhibitors, primary screen, biochemical, molecular beacon, fluorescence, HinP1I cleavage, uHTS | DNA (cytosine-5)-methyltransferase 1 (Homo sapiens), P26358 | inhibition (reported as % activation of signal), % at 10 µM | 360,000 compounds, 0.83% hits | AID 588458, 2011; in the data active = inhibition above about 50%
# LMPTP inh = LMPTP phosphatase inhibitors, primary screen, biochemical, fluorescence intensity, uHTS. Low molecular weight phosphotyrosine protein phosphatase (Homo sapiens), P24666. recombinant LMPTP-A, OMFP fluorogenic substrate. inhibition, % at 20 µM. 360,000 compounds, 0.22% hits;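 active = compounds that cut the enzyme signal by at least half of the control window in the single-dose screen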;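 note: plate controls were DMSO wells with enzyme plus substrate for no effect and substrate without enzyme for full effect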
# Target sequence (P24666 whole entry, looked up): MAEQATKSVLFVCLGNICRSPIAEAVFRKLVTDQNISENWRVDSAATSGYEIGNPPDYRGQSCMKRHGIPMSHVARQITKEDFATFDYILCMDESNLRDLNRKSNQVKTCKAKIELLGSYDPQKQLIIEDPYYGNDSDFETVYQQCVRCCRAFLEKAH
#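 Assay system: LMPTP-A phosphatase enzyme | Input: 0.625 nM enzyme | Also added: Fluorogenic phosphatase substrate OMFP at 400 µM final | Compound dosing: One test concentration per compound, 20 µM, with 3% DMSO overall | Schedule: 50 min enzyme reaction at room temperature, protected from light | Signal: Fluorescence intensity | Benchmarks: no-enzyme and uninhibited controls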
# TbMetRS inhib = T. brucei MetRS inhibitors, primary screen, biochemical, luminescence; purified T. brucei MetRS, ATP depletion, Kinase-Glo luminescence; methionyl-tRNA synthetase (Trypanosoma brucei brucei); 360,000 compounds, 0.4% hits; inhibition, % at 11.9 µM;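 active = inhibition above a per-plate cutoff of the control wells' mean inhibition plus 3 SD, cut at about 5.5% in these data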;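 note: 0% = DMSO wells median and 100% = median of wells with control inhibitor compound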
#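 Dosing: 11.9 µM compound single dose, 0.9% DMSO; Assay system: purified T. brucei MetRS enzyme; Measured by: Kinase-Glo luciferase luminescence reporting remaining unconsumed ATP; Schedule: 15 min plus 2 h at 25 °C.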
# CendR NRP1 mod = modulators of CendR peptide binding to NRP-1, primary screen, biochemical, fluorescence polarization, uHTS. Neuropilin-1 (Homo sapiens), O14786. FAM-RPARPAR peptide binding to NRP-1. inhibition, % at 25 µM. 360,000 compounds, 0.85% hits;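 active = inhibition or corrected inhibition above about 18%, plus a signal ratio from 0.5 to 1.5, limit read from the data, passing the limit was not always enough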; note: strong numbers were not always called active
# Scp1 inh = Scp-1 phosphatase inhibitors, primary screen, biochemical, colorimetric, uHTS; Recombinant Scp1, phosphopeptide, malachite green phosphate absorbance; inhibition, % at 20 µM; AID 493091, 2011; 340,000 compounds, 0.88% hits; Carboxy-terminal domain RNA polymerase II polypeptide A small phosphatase 1 (Homo …;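 active = inhibition above about 50% at 20 µM, limit read from the data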;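 note: plate controls were DMSO wells with enzyme for no effect and wells lacking enzyme for full effect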
#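 Material: truncated SCP-1 phosphatase (76-261aa) / Buffer or medium: 50 mM Tris acetate pH 5.5, 0.005% Tween-20, 10 mM MgCl2 / Compound dosing: one concentration, 20 µM, with 1.0% DMSO / Incubation: 45 min room-temperature reaction, 5 min colour, 30 min stabiliser / Detection: colorimetric free-phosphate detection, absorbance 630 nm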
# MsrA act = bovine MsrA enzyme activators, primary screen, biochemical, absorbance, HTS; Methionine sulfoxide reductase A (Bos taurus); purified bovine MsrA, absorbance read-out; activation, % at 10.6 µM; 360,000 compounds, 0.3% hits; AID 602163, 2012; in the data active = activation above about 7.5%;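 note: 0% = vehicle and 100% = reference activator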
# E coli Lon inh = inhibitors of E. coli Lon protease, primary screen, biochemical, fluorescence polarization | P0A9M0 | purified E. coli Lon protease | inhibition, % at 7.94 µM | 360,000 compounds, 0.42% hits | AID 602123, 2011; in the data active = inhibition above about 13%, passing the limit was not always enough;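 note: 0% = enzyme with probe and DMSO and 100% = no enzyme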
# Target sequence (P0A9M0 whole entry, looked up): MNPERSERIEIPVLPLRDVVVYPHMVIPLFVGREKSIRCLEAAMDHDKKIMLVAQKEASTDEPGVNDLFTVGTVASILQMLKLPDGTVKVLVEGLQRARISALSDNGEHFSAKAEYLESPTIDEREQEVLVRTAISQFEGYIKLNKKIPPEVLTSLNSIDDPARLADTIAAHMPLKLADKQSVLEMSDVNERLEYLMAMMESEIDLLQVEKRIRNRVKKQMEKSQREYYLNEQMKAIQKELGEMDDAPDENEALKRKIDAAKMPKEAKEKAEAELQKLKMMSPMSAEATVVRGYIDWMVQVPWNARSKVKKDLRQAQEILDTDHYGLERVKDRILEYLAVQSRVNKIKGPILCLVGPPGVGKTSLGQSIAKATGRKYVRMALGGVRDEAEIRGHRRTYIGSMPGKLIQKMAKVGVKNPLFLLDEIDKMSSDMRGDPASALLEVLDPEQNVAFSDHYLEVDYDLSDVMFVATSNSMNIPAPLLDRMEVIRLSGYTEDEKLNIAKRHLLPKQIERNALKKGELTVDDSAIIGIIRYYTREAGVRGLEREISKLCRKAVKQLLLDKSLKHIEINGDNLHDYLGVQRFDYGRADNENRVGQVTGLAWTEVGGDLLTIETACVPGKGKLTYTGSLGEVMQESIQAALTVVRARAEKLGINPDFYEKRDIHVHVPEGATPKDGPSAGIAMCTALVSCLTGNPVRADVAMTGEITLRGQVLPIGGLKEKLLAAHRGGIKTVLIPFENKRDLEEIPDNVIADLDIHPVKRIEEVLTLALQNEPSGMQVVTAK
# SUMO1-SIM PPI = modulators of SUMO1 protein-protein interactions, primary screen, biochemical, uHTS | 360,000 compounds, 0.33% hits | SUMO1 binding to a labelled peptide, TR-FRET, 1 h | Small ubiquitin-related modifier 1 (Homo sapiens), P63165 | inhibition, % at 20 µM; in the data active = inhibition above about 37%
# Target sequence (P63165 whole entry, looked up): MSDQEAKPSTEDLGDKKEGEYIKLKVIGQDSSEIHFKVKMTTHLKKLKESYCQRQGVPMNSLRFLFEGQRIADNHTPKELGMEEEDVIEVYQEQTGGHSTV
# STEP inh = STEP phosphatase inhibitors, primary screen, biochemical, fluorescence intensity, uHTS; Tyrosine-protein phosphatase non-receptor type 5 (Homo sapiens), P54829; recombinant STEP, OMFP fluorogenic substrate; inhibition, % at 20 µM; 360,000 compounds, 0.25% hits;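 active = inhibition at 20 µM, scaled per plate between control wells, above about 37%, limit read from the data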;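 note: 0% = DMSO with enzyme and substrate and 100% = substrate only without enzyme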
#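 System: STEP phosphatase, cell-free reaction; Buffer or medium: Bis-Tris pH 6.0 buffer with DTT, detergent; Incubation: 20 min at room temperature, dark; Measured by: fluorescence, 480/540 nm.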
# An asterisk follows results filed as active; nt = no result given.
Compound	MsrA inh	DNMT1 inh	LMPTP inh	TbMetRS inhib	CendR NRP1 mod	Scp1 inh	MsrA act	E coli Lon inh	SUMO1-SIM PPI	STEP inh
CCC(C)(C)n1nnnc1C(c1ccc(C)cc1)N1CCSCC1 (centres undefined)	-0.1	0	-1.0	-1.5	-8	2	-2	6	-2	-12
CCN(CC)CCCNC(=S)N1CCN(c2nc3ccccc3n2CC)CC1	-0.4	1	-1.8	-1.4	-3	-9	-2	-1	-3	-2
Cn1c(COc2nnc(-c3ccc(Cl)cc3)c3ccccc23)nc2ccccc21	-0.6	3	0.1	0.3	-8	49	-2	-1	0	-3
OC[C@@H]1CN(Cc2ccncc2)C[C@H](n2cnc3c(NC4CC4)ncnc32)O1	1.0	0	-0.1	-0.2	-4	nt	-3	-3	-5	0
Cn1nc(C(=O)NCc2ccccc2Cl)c2c1-c1ccccc1S(=O)(=O)C2	-0.3	2	-0.8	-0.1	-1	-10	-3	-6	3	1
CC(C)C[C@H](NC(=O)N1CCn2c1nc1ccccc12)C(=O)N[C@@H](Cc1ccccc1)C(=O)O	0.3	3	0.3	0.3	0	1	-3	-16	3	-1
COc1cccc(NCc2nnc(SCC(=O)N(C)C3CCS(=O)(=O)C3)n2C2CCCCC2)c1 (centres undefined)	-1.4	-1	-3.1	-0.3	-6	-8	-5	-9	2	-4
COc1ccc(C2C3=C(CCCC3=O)N(CC(=O)O)C3=C2C(=O)CCC3)cc1Cl	0.8	-7	0.2	0.3	5	0	-5	-3	8	2
COc1ccccc1CNC(=O)CN1C(=O)N(C)C2(CCCCC2)C1=O	-1.2	-7	-0.1	0.6	8	-3	-1	-1	-1	2
CC(=O)c1c(C)[nH]c(C(=O)NCCc2cccc(C)c2)c1C	0.3	2	1.0	0.7	3	-5	-2	4	-3	-3
CCOC(=O)/C(C#N)=C/c1c(N2CCN(CC)CC2)nc2c(C)cccn2c1=O	-0.3	-1	1.5	-0.3	9	-1	-3	15	-29	0
COc1cccc2c(=O)cc(C)n(CC(=O)Nc3ccc(Br)cc3)c12	-0.1	-1	0.4	0.0	-14	-8	-1	-3	32	-1
Cc1nc2c(ncn2-c2ccccc2)c(=O)n1NC(=O)CN1CCN(C)CC1	-0.4	1	-1.1	2.5	2	-8	-3	-2	2	2
O=C(O)CCCCCN1C(=O)/C(=C/c2cn(-c3ccccc3)nc2-c2cccs2)SC1=S	-0.3	83*	1.9	-0.3	-121	39	-2	-27	59*	1
COc1ccc(C(=O)Nc2ccc(C3CC3(Cl)Cl)cc2)cc1 (centres undefined)	-0.1	4	-1.3	0.9	0	-7	-2	1	6	7
CCN1CCN(c2ccc(NC(=O)c3ccc([N+](=O)[O-])o3)cc2Cl)CC1	3.2	-4	-0.9	-0.5	2	9	4	12	-45	0
O=C(c1ccco1)N1CCN(C(=O)c2cc(-c3ccncc3)nc3ccc(Br)cc23)CC1	2.3	-2	-1.8	0.2	-68	-5	-3	-26	10	2
O=S1(=O)N[C@@H](Cc2ccccc2)COc2cc(Br)ccc21	0.7	-2	0.2	0.0	-8	-4	-2	-2	0	-5
COc1ccc(N/C(N)=N/c2nc(CSc3ccc(Cl)cc3)cc(=O)[nH]2)cc1	0.2	0	0.8	-1.1	11	3	-1	-7	-5	1
CCOC(=O)Cn1nc(-c2ccccc2)c2cnc3ccc(C)cc3c21	-0.7	10	0.4	-0.2	4	-5	-2	0	1	1
CCCCCC(=O)N1C[C@@H](O)[C@H](n2cc(C3CC3)nn2)C[C@@H]1c1ccc(Cl)cc1	-0.4	1	-1.7	-0.4	9	nt	0	-1	3	-2
O=C(CC(Sc1ccccc1)c1cccs1)c1ccco1 (centres undefined)	0.6	-3	2.7	-0.5	-5	-12	-2	4	-8	3
O=C1c2ccccc2CCc2ccc(Br)cc21	-0.6	2	1.3	0.2	-8	-8	-1	-7	-1	-1
CCc1cc2c(=O)c(-c3cnn(-c4ccccc4)c3)c(C)oc2cc1OCC(=O)Nc1cccc(C)c1	1.0	61*	0.2	-0.6	13	-7	-2	5	0	2
Cc1cc(C)n(CC(=O)NNC(=O)c2cncc(Br)c2)n1	0.4	13	-1.8	-0.3	9	-10	-1	2	-2	0
COCCN(C(=O)CSc1nc2ccccc2c(=O)n1C(C)COC)c1c(N)n(Cc2ccccc2)c(=O)[nH]c1=O (centres undefined)	2.1	0	-0.4	0.7	-4	-7	-3	3	-2	1
CCCn1c(=O)c(C(=O)Nc2ncccc2C)c(O)c2ccccc21	2.7	6	3.4	-0.1	8	-9	-3	-4	3	6
NC(=O)CC(NC(=O)c1ccc(Br)cc1)c1ccc(N2CCN(c3ccccc3)CC2)c([N+](=O)[O-])c1 (centres undefined)	0.3	13	2.0	-0.4	9	-9	-2	-4	1	-1
CC(C)Cc1ccc(-c2cc3nc(NCc4cccc(Cl)c4)ccn3n2)cc1	-1.1	-27	3.7	-0.3	-11	nt	-1	-1	-4	-1
Cc1ccccc1C(OCC(O)CN1CCN(CCO)CC1)c1ccccc1 (centres undefined)	-0.1	1	-0.6	-2.2	9	8	-12	-2	1	-1
Cc1cccc(-c2cnc(C(O)c3cc(C)cc(C)c3)[nH]2)c1 (centres undefined)	0.8	4	0.2	-0.1	18	nt	0	-3	-4	1
O=C(NCc1ccc(Cl)cc1)C(=O)NCC1CCCN1S(=O)(=O)c1cccs1 (centres undefined)	-0.4	-1	-0.1	-0.3	-9	-17	-2	-4	3	1
CC(C)N(C(=O)CSc1nnc(NC(=O)c2ccco2)s1)C(C)C	2.9	-2	1.1	-0.5	1	-4	-5	0	3	-4
COc1ccccc1NS(=O)(=O)c1cccc(NC(=S)NCCN2CCOCC2)c1	1.4	11	-1.9	-0.3	-5	-12	-1	-3	0	17
C/C(=N\NC(=O)CCc1ccccc1)C1C(=O)c2ccccc2C1=O	2.6	-8	0.5	-0.6	-8	5	-2	15	-9	-2
Cc1cc(C)cc(NC(=O)C(Sc2nnc(C)c(=O)[nH]2)c2ccccc2)c1 (centres undefined)	0.8	1	0.4	-0.7	3	9	-3	7	-1	-2
CCc1nn(C(C)C(=O)NC2CCCCCC2)c(=O)c2cc3occc3n12 (centres undefined)	-0.1	0	-0.3	-0.3	1	-4	-1	-8	-3	-2
Cc1ccccc1NC(=O)Cn1nnc(-c2ccc(CN3CCC(C)CC3)cc2)n1	-0.4	3	4.3	-1.1	-6	12	-6	1	-25	4
C=CCn1c(=O)c2ccc(C(=O)NCc3ccccc3)cc2n(Cc2ccccc2Cl)c1=O	-0.3	38	-1.0	0.0	4	-5	-7	-3	1	-2
CCN(CC)CCN1C(=O)c2ccccc2NC1c1cccc(F)c1 (centres undefined)	0.7	8	0.3	-0.4	14	3	-1	6	-3	-1
COc1ccc(CCNC(=O)C2CCN(S(=O)(=O)c3ccc(OC)cc3)CC2)cc1	0.6	-5	-0.6	1.3	-3	-5	-4	2	1	2
O=C(Nc1ccccc1F)c1cc(S(=O)(=O)N2CCCCC2)cs1	2.0	0	0.2	-0.4	7	-8	-3	0	2	2
CCN(CC)S(=O)(=O)c1ccc2c(c1)c(=O)c(C(=O)N1CCN(c3ccccc3)CC1)cn2C	0.5	1	-1.4	-1.4	10	-2	-13	-9	3	-6
CCN(CC(=O)Nc1c(F)cccc1F)C(=O)CNC(=O)c1sc2ccccc2c1Cl	-0.1	5	1.8	-0.6	-12	-5	-1	-5	5	-3
c1ccc(COc2ccc(CNn3cnnc3)cc2)cc1	2.4	4	-0.9	-0.4	2	0	2	-4	1	1
C=CCn1c(SCc2ccc(C(=O)OC)cc2)nnc1-c1sc(N)nc1C	0.1	2	-1.1	-0.6	1	-2	-4	-10	-1	2
CCOCCCNC(=O)C1CC(=O)N(CCc2ccccc2)C1 (centres undefined)	1.1	2	-1.2	-0.1	-6	-13	-1	-10	2	1
Cc1csc2ncc(C(=O)Nc3ccc4c(c3)OCCO4)c(=O)n12	0.9	1	-0.1	-0.4	6	12	0	-16	-9	-1
O=C(c1cnccn1)N1CCN(S(=O)(=O)c2ccc3ccccc3c2)CC1	1.4	-7	-0.4	-0.3	6	-3	4	20*	0	-2
CCCCN1CC(=O)N2[C@@H]3c4cc(OC)ccc4OC[C@@H]3[C@H](C(=O)OCC)[C@]2(C)C1=O	0.3	-2	-2.1	-0.7	10	-5	-2	1	0	1
O=C(CSc1ccc2c(c1)OCCO2)NCc1ccccc1	-0.1	2	0.2	2.1	11	-24	-1	-1	2	0
Cc1cccc(N(C)Cc2nnc(-c3cccc(Br)c3)o2)c1	-0.5	-1	3.6	-0.7	8	-16	-1	-6	2	5

# Part of the list above in order of heavy-atom count, ascending:
Compound	MsrA inh	DNMT1 inh	LMPTP inh	TbMetRS inhib	CendR NRP1 mod	Scp1 inh	MsrA act	E coli Lon inh	SUMO1-SIM PPI	STEP inh
Cc1csc2ncc(C(=O)Nc3ccc4c(c3)OCCO4)c(=O)n12	0.9	1	-0.1	-0.4	6	12	0	-16	-9	-1
COc1cccc2c(=O)cc(C)n(CC(=O)Nc3ccc(Br)cc3)c12	-0.1	-1	0.4	0.0	-14	-8	-1	-3	32	-1
CCc1nn(C(C)C(=O)NC2CCCCCC2)c(=O)c2cc3occc3n12 (centres undefined)	-0.1	0	-0.3	-0.3	1	-4	-1	-8	-3	-2
CCN(CC)CCCNC(=S)N1CCN(c2nc3ccccc3n2CC)CC1	-0.4	1	-1.8	-1.4	-3	-9	-2	-1	-3	-2
COCCN(C(=O)CSc1nc2ccccc2c(=O)n1C(C)COC)c1c(N)n(Cc2ccccc2)c(=O)[nH]c1=O (centres undefined)	2.1	0	-0.4	0.7	-4	-7	-3	3	-2	1
